Assay outcomes from PubChem.
ATG4B inhibitor = ATG4B (human) cysteine protease inhibition. ATG4B cleavage of LC3-PLA2, NBD-HPC fluorescence, 1 h. hit rate 0.51% among 340,000. Q9Y4P1. inhibition, % at 8.33 µM; in the data active means inhibition above about 40%
A3G deaminase = APOBEC3G (human) deaminase inhibition. recombinant A3G, ssDNA deamination FAM/TAMRA fluorescence. hit rate 0.28% among 330,000. inhibition, % at 20 µM. Q9HC16;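 active means inhibition of at least 40% at 20 µM, with no more than 30% in the related APOBEC3A deaminase screen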;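 further: plate controls were DMSO wells with A3G for no effect and wells lacking A3G enzyme for full effect; some compounds called inactive have numbers as strong as hits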
Target sequence (Q9HC16 whole entry, looked up): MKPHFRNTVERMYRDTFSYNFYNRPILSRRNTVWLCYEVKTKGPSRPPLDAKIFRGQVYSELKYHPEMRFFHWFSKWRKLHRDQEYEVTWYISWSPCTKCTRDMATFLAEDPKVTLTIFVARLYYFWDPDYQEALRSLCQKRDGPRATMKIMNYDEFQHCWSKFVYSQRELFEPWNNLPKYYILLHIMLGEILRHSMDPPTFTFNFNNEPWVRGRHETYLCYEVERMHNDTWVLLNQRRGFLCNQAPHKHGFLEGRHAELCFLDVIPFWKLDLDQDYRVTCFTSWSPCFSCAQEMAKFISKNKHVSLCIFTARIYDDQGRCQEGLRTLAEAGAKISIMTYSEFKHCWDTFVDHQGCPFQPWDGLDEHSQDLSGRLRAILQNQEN
beta cell repl = induces beta-cell replication in MIN6 cells; MIN6 cells proliferation, ATPlite luminescence, 48 h; cells starved in 0.2% serum; 100% = growth in 10% serum; proliferation, % at 10 µM; hit rate 0.29% among 330,000; AID 2380;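 active means compounds whose signal lies at least 3.5 SD above the mean of all wells on their plate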;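 further: 0% = DMSO-treated cells in low-serum medium and 100% = 10% serum control; some compounds called inactive have numbers as strong as hits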
MPTP inh = permeability transition pore inhibition; hit rate 1.4% among 360,000; inhibition, % at 10 µM; isolated mouse mitochondria, Ca2+ swelling absorbance, 30 min;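 active means inhibition of 50% or more, scaled per plate between neutral and stimulator controls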;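 further: 0% = DMSO wells given calcium and 100% = 1 mM EGTA wells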
hIAP block = human IAP inhibition; hit rate 0.12% among 330,000; AID 2544; P09923; inhibition, % at 10 µM; purified IAP, CDP-Star luminescence, 30 min;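 active means inhibition reaching a set limit with compound at 10 µM in the primary screen, cut at about 35% in these data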;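 further: plate controls were DMSO wells with enzyme for no effect and no-enzyme buffer wells for full effect; values of inactives mirror those of a sister screen read the other way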
Target sequence (P09923 whole entry, looked up): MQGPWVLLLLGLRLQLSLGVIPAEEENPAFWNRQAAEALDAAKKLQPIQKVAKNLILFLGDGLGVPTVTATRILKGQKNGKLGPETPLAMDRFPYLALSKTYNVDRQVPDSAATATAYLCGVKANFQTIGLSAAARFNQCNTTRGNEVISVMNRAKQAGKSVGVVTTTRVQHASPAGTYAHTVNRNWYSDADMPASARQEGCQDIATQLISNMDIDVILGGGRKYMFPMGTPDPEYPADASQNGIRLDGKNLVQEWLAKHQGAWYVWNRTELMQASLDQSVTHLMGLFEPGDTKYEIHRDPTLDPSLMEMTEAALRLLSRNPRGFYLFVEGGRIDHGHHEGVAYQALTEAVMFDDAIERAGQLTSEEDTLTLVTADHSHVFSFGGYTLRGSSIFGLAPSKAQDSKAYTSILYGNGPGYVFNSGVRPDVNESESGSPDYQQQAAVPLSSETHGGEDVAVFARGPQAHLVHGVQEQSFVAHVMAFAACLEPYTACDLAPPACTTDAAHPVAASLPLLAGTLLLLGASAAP
mIAP activ = increases mouse intestinal alkaline phosphatase activity; muIAP, CDP-Star luminescence, 30 min; hits give high values; 1 = vehicle-only enzyme signal, 0 = enzyme-free wells; activation factor at 10 µM; hit rate 0.24% among 330,000;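 active means activation factor of at least 2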; further: the source names both 10 and 20 µM as test concentration; values of inactives mirror those of a sister screen read the other way
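System: Mouse IAP enzyme | Also added: CDP-Star substrate | Dosing: Compounds dispensed in DMSO | Schedule: 30 min enzyme-substrate-compound incubation at room temperature | Technique: Chemiluminescence readout | Control set: DMSO-only wells and no-enzyme negative control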
APOBEC3A inh = blocks human APOBEC3A ssDNA deamination; P31941; recombinant A3A, FAM/TAMRA ssDNA deamination fluorescence; inhibition, % at 20 µM; hit rate 0.41% among 330,000;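 active means at least 40% inhibition at 20 µM here, with at most 30% in a related deaminase screen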;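 further: plate controls were A3A with DMSO for no effect and wells lacking A3A enzyme for full effect; some results filed as inactive read as strong as hits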
mIAP inh = mouse IAP inhibition. inhibition, % at 10 µM. purified mouse IAP, CDP-Star luminescence, 30 min. hit rate 0.2% among 330,000;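 active means inhibition of at least 40% at 10 µM in the primary screen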;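 further: plate controls were DMSO with enzyme for no effect and no enzyme wells for full effect; values of inactives mirror those of a sister screen read the other way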
hIAP act = human IAP activation; P09923; purified human IAP, CDP-Star luminescence, 30 min; hits give high values; 1 = vehicle-only enzyme, 0 = enzyme-free background; activation factor at 10 µM; hit rate 0.16% among 330,000; AID 2524;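 active means activation factor of the enzyme at least 2-fold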; further: the source names both 10 and 20 µM as test concentration; values of inactives mirror those of a sister screen read the other way
* hit, by the source's call.

Each structure is followed by: hIAP block, beta cell repl, mIAP inh, APOBEC3A inh, ATG4B inhibitor, MPTP inh, hIAP act, mIAP activ, A3G deaminase
1	COc1ccc(NS(=O)(=O)c2cc(NC(=O)c3cc(F)c(F)c(F)c3F)ccc2N2CCCC2)cc1
→ -1, -5, 10, 1, -8, 0.7, 1, 0.9, -1
2	CC(=O)Nc1nc(C)c(C(C)C)s1
→ -3, -2, 6, -3, -5, 0.3, 1, 0.94, -5
3	COC(=O)C1CCN(c2c([N+](=O)[O-])cc(C(F)(F)F)cc2[N+](=O)[O-])CC1
→ -3, -1, 1, 0, -10, -0.6, 1, 0.99, -6
4	CCN(CC)C(=O)c1[nH]cnc1C(=O)Nc1ccc(OC)cc1
→ -3, 10, 4, -2, 1, -0.5, 1, 0.96, -10
5	CCN(CC)CCCNC(=O)C1CCC(CNS(=O)(=O)c2c(C)cc(C)cc2C)CC1 (stereo not given)
→ -19, -2, 0, -1, -5, -1.3, 1.2, 1, -2
6	CC1CCCN(C(=O)CCS(=O)(=O)c2cc3c(cc2Cl)NC(=O)CO3)C1 (stereo not given)
→ -14, 2, 3, -3, -4, -1.2, 1.1, 0.97, -6
7	COC(=O)c1ccccc1NC(=O)[C@@H]1CCC(=O)N1C1OC(=O)c2c1ccc(OC)c2OC (stereo not given in full)
→ 0, 6, 14, -2, -10, -0.7, 1, 0.86, -7
8	COC(=O)c1c(-c2ccc(F)cc2)noc1N
→ -2, 5, 2, 3, 5, -2.2, 1, 0.98, 0
9	S=C(Nc1ccc2nsnc2c1)NC1CCCCC1
→ 6, 0, -2, 0, 5, 7.5, 0.94, 1, -2
10	Cc1ccc(-n2c(C)cc(/C=N/NC(=O)c3ccncc3)c2C)cc1C
→ -23, 0, 11, -1, -1, 0.7, 1.2, 0.89, -9
11	CCOC(=O)C1(N(CC)CC)Sc2cc(C)ccc2NC1=O (stereo not given)
→ 13, 1, -5, -4, 12, 4.2, 0.87, 1.1, -5
12	Cc1[nH]c2ccccc2c1C(=O)CSCC(=O)O
→ 4, -1, 8, -2, -3, -1.1, 0.96, 0.92, -5
13	CCCCNC(=O)Nc1ccccc1C(=O)NCCC
→ 7, -2, 12, -2, 7, 1.4, 0.93, 0.89, -7
14	O=C(N/N=C/c1cccc(F)c1)c1ccc(Cl)cc1
→ -1, -4, 2, -2, -4, 0.4, 1, 0.98, -4
15	Nc1ncnc2c1ncn2CCN1CCOCC1
→ -18, -3, -13, -1, 1, -1.0, 1.2, 1.1, -3
16	COc1ccc(NC(=O)CN(C)C(=O)c2c(C)nn(-c3ccccc3)c2Cl)cc1
→ 19, -5, 1, 6, -4, 0.6, 0.81, 0.99, -5
17	CCCCn1nnnc1SCC(=O)NNC(=O)c1ccco1
→ -27, 1, 11, 0, 11, -2.9, 1.3, 0.89, -6
18	CCOc1ccccc1NC(=O)CCNS(=O)(=O)c1ccccc1
→ -6, 1, -15, -5, 0, 0.3, 1.1, 1.2, 1
19	Cc1cccc(OCCN2CSC(=S)N(C)C2)c1
→ -9, -4, 14, 2, -11, 2.2, 1.1, 0.86, 2
20	CCN(Cc1ccccc1)C(=O)c1cccnc1
→ -21, -3, 7, -4, 3, 0.7, 1.2, 0.93, -7
21	C/C(=N\NC(=O)c1ccco1)c1ccc(NC(=O)c2cccs2)cc1
→ -10, -3, -2, 1, -2, 0.6, 1.1, 1, -5
22	C/C(=C\C(=O)c1ccc(Cl)cc1)Nc1ccc(N2CCOCC2)cc1
→ 6, -3, -6, -3, -1, 0.3, 0.94, 1.1, -3
23	Cc1ccc(NC(=O)CNS(=O)(=O)c2cccs2)cc1F
→ 7, -1, 9, 0, -5, -0.3, 0.93, 0.91, -2
24	CC(Sc1nc2c(N)ncnc2n1CCOc1ccccc1)C(=O)O (stereo not given)
→ -12, 1, 6, -5, -2, -1.1, 1.1, 0.94, -4
25	O=c1[nH]c(SCc2ccc(F)cc2Cl)nc2ccccc12
→ -9, -3, 3, -2, 23, 1.4, 1.1, 0.97, -3
26	Nc1nc(CSc2ccccc2)nc(N2CCCCC2)n1
→ 9, 3, 0, -4, 0, -1.1, 0.91, 1, -8
27	COc1ncnc2c1oc1nc(CC(C)C)c3c(c12)CC(C)(C)OC3
→ 3, 4, 11, -1, -12, -2.0, 0.97, 0.89, -4
28	CC(=O)Nc1cccc(C(=O)/C=C/c2ccc(F)cc2)c1
→ -4, -6, 5, 1, -7, -0.5, 1, 0.95, 2
29	Cc1ccc(C)c(CN2CCC(CNC(=O)Nc3ccc(Cl)cc3)CC2)c1
→ -34, -7, -172, -3, -3, 13, 1.3, 2.7*, -5
30	CCSc1nnc(-c2cccnc2)n1-c1ccc(C)c(Cl)c1
→ -13, -3, -1, 3, 0, -2.3, 1.1, 1, -3

A draw from above in order of formula weight, falling:
Each structure is followed by: hIAP block, beta cell repl, mIAP inh, APOBEC3A inh, ATG4B inhibitor, MPTP inh, hIAP act, mIAP activ, A3G deaminase
7	COC(=O)c1ccccc1NC(=O)[C@@H]1CCC(=O)N1C1OC(=O)c2c1ccc(OC)c2OC (stereo not given in full)
→ 0, 6, 14, -2, -10, -0.7, 1, 0.86, -7
21	C/C(=N\NC(=O)c1ccco1)c1ccc(NC(=O)c2cccs2)cc1
→ -10, -3, -2, 1, -2, 0.6, 1.1, 1, -5
20	CCN(Cc1ccccc1)C(=O)c1cccnc1
→ -21, -3, 7, -4, 3, 0.7, 1.2, 0.93, -7

Continuation.
Each structure is followed by: hIAP block, beta cell repl, mIAP inh, APOBEC3A inh, ATG4B inhibitor, MPTP inh, hIAP act, mIAP activ, A3G deaminase
31	Cn1c(-c2ccc3nc(N)sc3c2)nc2cc(N)ccc21
→ -31, -2, 4, 0, -13, 0.7, 1.3, 0.96, -4
32	CCCNC(=O)Cn1cnc2sc(C(=O)N3CCN(Cc4ccc5c(c4)OCO5)CC3)c(C)c2c1=O
→ 7, 1, 4, -1, 2, 1.7, 0.93, 0.96, -3
33	CCn1nnnc1SCC(=O)Nc1nc(C)c(C)s1
→ -16, -3, -9, -1, -8, -0.6, 1.2, 1.1, -4
34	C=CCN1C(=O)/C(=N/n2cnnc2)c2ccccc21
→ -2, -4, 7, -5, -3, 5.2, 1, 0.93, -4
35	N#CCCN(C(=O)COC(=O)c1ccc(S(=O)(=O)N2CCOCC2)cc1)c1ccccc1
→ -1, 2, 3, -4, 3, 1.6, 1, 0.97, -4
36	CC1CCCCN1CCCNc1ccc(C(CC(N)=O)NC(=O)Cc2ccc(Br)cc2)cc1[N+](=O)[O-] (stereo not given)
→ 9, -5, 2, -6, -1, -1.1, 0.91, 0.98, -11
37	COCCNC(=O)c1ccc2c(=O)n(Cc3ccco3)c(SCC(=O)NC3CCCC3)nc2c1
→ 0, 3, 10, 4, -10, -0.3, 1, 0.9, 1
38	COc1cc(/C=N/NC(=O)Cn2cnc3c2c(=O)n(C)c(=O)n3C)cc(OC)c1OC
→ -1, -1, -7, 0, -3, 0.7, 1, 1.1, -4
39	CCOC(=O)Cn1c(=O)n(Cc2ccco2)c(=O)c2ccc(C(=O)NCCc3ccccc3)cc21
→ -4, 1, 7, -2, -23, -1.0, 1, 0.93, -2
40	CC1CCCC(NC(=O)CN2C(=O)NC(Cc3c[nH]c4ccccc34)C2=O)C1C (stereo not given)
→ 14, 0, 5, -2, -11, -1.4, 0.86, 0.95, -3
41	NC(=O)NCc1ccc(C(=O)OCc2ccncc2)cc1
→ 20, -5, -5, -4, 0, 0.6, 0.8, 1.1, -3
42	CCN(Cc1ccccc1)C(=O)CN1C(=O)c2ccccc2S1(=O)=O
→ 2, 4, 4, 0, -4, -1.3, 0.98, 0.96, -3
43	Cc1ccc(C(=O)Nc2ccc(S(=O)(=O)Nc3ncccn3)cc2)cc1[N+](=O)[O-]
→ 22, 0, 1, -2, 8, -0.1, 0.78, 0.99, -3
44	NC1=NC(=O)/C(=C/c2cccs2)S1
→ 5, 5, 4, 1, 10, -1.5, 0.95, 0.96, -7
45	CCc1ccc(-c2cc(C)no2)cc1S(=O)(=O)N1CC(=O)Nc2ccccc21
→ -10, -3, -1, 1, -5, 0.3, 1.1, 1, 4
46	Cc1ccccc1N=CC1=C(O)c2ccccc2C1=O
→ 1, -4, 10, 3, -4, -5.6, 0.99, 0.9, 1
47	O=C(NCc1ccc2c(c1)OCO2)c1cc(-c2ccccn2)nc2ccccc12
→ 11, -4, -1, -1, -3, -1.7, 0.89, 1, -6
48	O=C(COc1ccccc1Cl)Nc1cccc(S(=O)(=O)NC2=NCCCCC2)c1
→ 4, -3, 3, 16, -3, 0.0, 0.96, 0.97, -9
49	Cc1ccc(OCCNC(=O)c2ccc(C)cc2)cc1
→ -3, -2, -5, 1, 5, 4.4, 1, 1, 3
50	COc1ccc(C(=O)COC(=O)c2nn(C)c(=O)c3ccccc23)c(OC)c1
→ -15, -4, 2, 4, -7, 3.3, 1.1, 0.98, -3
51	CN(C)c1ccc(/C=N/NC(=O)C(=O)/C=C2\NC3(CCCC3)Cc3ccccc32)cc1
→ 13, 0, 29, -1, 36, 5.7, 0.87, 0.71, -5
52	CCOC(=O)C1CCCN(C2=NC(=O)/C(=C/c3ccc(OC)cc3OC)S2)C1 (stereo not given)
→ 15, 2, 9, 2, -7, 2.8, 0.85, 0.91, 13
53	CC(=O)C1=C(C)NC(=O)NC1c1cccc([N+](=O)[O-])c1O (stereo not given)
→ 16, -2, 2, 6, -2, -1.6, 0.84, 0.98, -6
54	Cc1ccccc1C(=O)Nc1nnc(-c2cccnc2)o1
→ -11, 2, -4, 2, -7, -1.0, 1.1, 1, -16
55	CCc1ccc(C(=O)NCc2cnn(C)c2)s1
→ 6, -4, 3, -3, -8, 0.6, 0.94, 0.97, -4
56	Cc1ccc(S(=O)(=O)N2CCOCC2)cc1C(=O)N1CCOCC1
→ -4, 0, 5, -2, -8, 0.0, 1, 0.95, -2
57	O=C(NCc1ccccc1)NC1(C(=O)N2CCN3CCCC3C2)CCCCC1 (stereo not given)
→ -11, 0, -66, -18, -2, -1.6, 1.1, 1.7, -2
58	C/C(=N\NC(=O)c1cccnc1)c1nnn(-c2nonc2N)c1C
→ 10, 2, 4, -1, -3, -0.9, 0.9, 0.96, -8
59	CCc1ccc(NC(=O)c2cnc3n(c2=O)CCS3)cc1
→ 14, 2, 17, -6, 6, -0.1, 0.86, 0.83, -8
60	c1ccc(Nc2nc3ccccc3[nH]2)nc1
→ -53, -3, 4, 2, -2, 2.1, 1.5, 0.96, -1

(cont.)
Each structure is followed by: hIAP block, beta cell repl, mIAP inh, APOBEC3A inh, ATG4B inhibitor, MPTP inh, hIAP act, mIAP activ, A3G deaminase
61	Cn1cccc1Cc1nnc(SCC(=O)Nc2ccc(F)cc2F)n1-c1ccc(F)cc1
→ -12, -4, -11, 0, -3, -0.6, 1.1, 1.1, -4
62	Cc1cccc(C(=O)N[C@H](C(=O)Nc2nc(C)cs2)C(C)C)c1
→ -10, 1, 0, -3, 25, -0.7, 1.1, 1, -6
63	C/C(Cn1nc([N+](=O)[O-])cc1C)=N\NC(=O)c1cccc(Br)c1
→ 10, -1, -6, -1, 3, 0.6, 0.9, 1.1, 2
64	NS(=O)(=O)c1ccc(N/C=C\C(=O)c2cccc3ccccc23)cc1
→ 9, 0, 19, -3, -18, 0.4, 0.91, 0.81, -6
